IkB sig inh = suppresses IkB signaling in ABC-DLBCL reporter cells | ABC-DLBCL IkBa-CBG/CBR dual luciferase ratio, 4 h; response scale: scaled: untreated 0%, proteasome inhibitor 100% | Potency, µM (top dose mostly 57.1 µM), inactives show top-dose IkBa stabilization activation | hit rate 0.04% among 110,000 | AID 445; active = well fitted curve in the direction sought with a large enough effect in the signal ratio, not every such curve was filed as active; inconclusive = small, poorly fitted or top-dose-only effect, or a change in a side signal; the % refers to the signal ratio;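 also: the direction sought is a rising ratio; 0% = basal untreated cells and 100% = reference inhibitor full response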
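Curves were fitted separately to fusion (green), unfused (red) and ratio luminescence, then classed by r2, magnitude and activity. Cells: OCI-Ly3, 4 h compound plus doxycycline at 37C; 10 uM MG-132 defined full response.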
p53ts 32C kill = p53ts cell cytotoxicity, permissive temperature; H1299-p53A138V at 32C, ATP luminescence viability, 24 h; Potency, µM (titrated, usually from 46.1 µM), for inactives: top-dose activity change, negative = cytotoxicity, actives largely listed as cytotoxic; hit rate 0.93% among 130,000; AID 924;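 also: 0% = DMSO and -100% = full killing by reference compound; nearly all actives have a fitted effect of over 55% in size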
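Cells: H1299 p53ts (A138V), 600/well, pre-incubated 16–30 h at 37C. Cpd up to 46 uM, 24 h, 32C. Readout: ATPlite luminescence, 20 min RT. Normalization: DMSO vs tamoxifen 100 uM. AC50 by Hill equation.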
p53ts 39C kill = kills p53ts cells at the nonpermissive temperature. H1299-p53A138V viability at 39C, ATP luminescence, 24 h. Potency, µM (titrated, usually from 46.1 µM), for the others: top-dose activity change, negative = cell killing, actives largely listed as cytotoxic. hit rate 1.5% among 130,000; also: nearly all actives have a fitted effect of over 55% in size
Imprint erasure = inducers of genomic imprint erasure in mouse ES cells | Potency, µM (top dose mostly 60.7 µM), for the others: at the top dose activity change, positive = activation, actives largely listed as activators | hit rate 0.02% among 110,000 | AID 1948 | mouse ES Peg3-LacZ reporter, beta-gal luminescence, 40 h;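 also: 0% = negative control wells on the plate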
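Gelatin-coated wells received 300 freshly trypsinized female ES cells with a Peg3LacZ-Neo reporter on the maternal allele, then incubated 40 hours at 37C. BetaGlo was added for 5 minutes at room temperature before a single luminescence read.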
Starred values were filed as active, the others as inactive; ? = inconclusive; / = not tested or not shown; & = joins results of further samples; [ ] = remark or other dose. Unless noted, calls follow the shape of the dose curve; as a rule, active = well fitted curve in the direction sought with a large enough effect; inconclusive = small, poorly fitted or top-dose-only effect, or another doubt; inactive = no such curve, though single readings can be large; an effect the other way counts as inactive or inconclusive. Unless noted, % is scaled to controls: 0 for no effect and ±100 for the full control effect; potency is read from the fitted curve at half-maximal effect. Some of the compounds tested; rates above refer to the full screens.

SMILES | IkB sig inh | p53ts 32C kill | Imprint erasure | p53ts 39C kill
O=S1(=O)N(Cc2ccccc2Cl)CCCN1Cc1ccccc1Cl | ? | -2% | -6%[10.9 µM] | 0%
CC(C)(O)/C=C\C(=O)[C@](C)(O)[C@H]1[C@H](O)C[C@]2(C)[C@@H]3CC=C4[C@@H](C=C(O)C(=O)C4(C)C)[C@]3(C)C(=O)C[C@@]12C | ? | -30%[9.22 µM] | -41%[inhibitor][10.9 µM] | -1%[9.22 µM]
COc1ccc(CC[n+]2cc(/N=C(\C)[O-])on2)cc1OC | -0.1% | -6% | -6% | 9%
O=C(CNS(=O)(=O)c1cccs1)N1CCC2(CC1)OCCO2 | 0.0% | -18% | 0% | -5%
O=C(NCc1ccccn1)c1ccccc1Cl | 0.4% | -7% | -10% | 7%
CC/C(=C\C=C\[C@@H]1C=C[C@@H]2CCC[C@H]2[C@@H]1C(=O)c1ccc[nH]1)[C@@H]1O[C@@H]([C@@H](C)C(=O)O)CC[C@@H]1C | / | -3% | / | -6%
Cc1cccc(NC(=O)Cn2cc(C(=O)c3ccccc3)c3ccccc32)c1C | ? | -6% | -17%[10.9 µM] | 3%
C=C1CC[C@H](O)C/C1=C/C=C1\CCC[C@]2(C)[C@@H]([C@H](C)CCCC(C)C)CC[C@@H]12 | ? | -19%[1.84 µM] | -34%&-29%[inhibitor] | -2%
CCCCn1c(O)c(C(C)=NCCc2ccccc2)c(=O)[nH]c1=O | -1.5% | 7% | -2% | 0%
Cc1ccccc1-n1c(O)c(C=Nc2ccc(N(C)C)cc2)c(=O)[nH]c1=O | 13% | 2% | -26% | 2%

Reformatted: 3 of the compounds above.
CC/C(=C\C=C\[C@@H]1C=C[C@@H]2CCC[C@H]2[C@@H]1C(=O)c1ccc[nH]1)[C@@H]1O[C@@H]([C@@H](C)C(=O)O)CC[C@@H]1C
- IkB sig inh: /
- p53ts 32C kill: -3%
- Imprint erasure: /
- p53ts 39C kill: -6%

Cc1cccc(NC(=O)Cn2cc(C(=O)c3ccccc3)c3ccccc32)c1C
- IkB sig inh: ?
- p53ts 32C kill: -6%
- Imprint erasure: -17%[10.9 µM]
- p53ts 39C kill: 3%

C=C1CC[C@H](O)C/C1=C/C=C1\CCC[C@]2(C)[C@@H]([C@H](C)CCCC(C)C)CC[C@@H]12
- IkB sig inh: ?
- p53ts 32C kill: -19%[1.84 µM]
- Imprint erasure: -34%&-29%[inhibitor]
- p53ts 39C kill: -2%

Additional structures:
SMILES | IkB sig inh | p53ts 32C kill | Imprint erasure | p53ts 39C kill
C[C@@H]1OC(OC2C(OC3CC[C@@]4(C)C5CC=C6C7CC(C)(C)CC[C@@]7(C(=O)O)CCC6(C)C5(C)CCC4[C@]3(C)CO)OCC(O)C2O)C(O)C(O)C1O (some centres undefined) | / | ? | -25% | ?
Cc1ccc(-c2cn3c(=S)[nH]nc3s2)cc1 | 0.0% | -3% | -32%[inhibitor] | -3%
O=C(COc1ccccc1[N+](=O)[O-])N1CCN(CCc2ccncc2)CC1 | 3.5% | 2% | -14%[10.9 µM] | -6%
OC(c1ccccc1)(c1ccccc1)C1CCNCC1 | 0.2%[25.6 µM] | -7%[20.6 µM] | -3%[16.8 µM] | 5%[20.6 µM]
CN1C(=O)c2ccccc2Sc2ccc(C(=O)N3CCC4(CC3)OCCO4)cc21 | 1.7% | 0% | -5% | 0%
Cc1ccc(-c2nc(S(=O)(=O)c3ccccc3)c(SCC(=O)NC3CCCCC3)o2)cc1 | 2.8% | -28% | -10%[10.9 µM] | 1.6µM*
O=C(c1cc2c(s1)-c1ccccc1OC2)N1CCC2(CC1)OCCO2 | / | -1% | / | -23%
CCS(=O)(=O)N1CCC(C(=O)N2CCC3(CC2)OCCO3)CC1 | -0.9% | -2% | 0% | -10%
CNC(=O)Oc1ccccc1OC(C)C | / | -1% | -7% | 11%
CCCC/C=C/[C@@H](NP(=O)(c1ccccc1)c1ccccc1)c1ccccc1OC | / | ? | -22% | ?
ClCCOCCCl | -2.1% | 9%[1.84 µM] | 12% | 2%
Nc1ccc(Br)cc1 | 0.8% | -5%[1.84 µM] | -2% | -10%
CC(=O)C1C(=O)NC23CCCCC2C1c1ccccc1O3 (centres undefined) | 0.0% | 4% | -1% | 3%
CC(C)Cc1nc2cccnc2n1C1CCNCC1 | -0.4% | 6% | -4%[10.9 µM] | 5%
N#CC1=C(N)Oc2c(c(=O)oc3ccccc23)C1c1cccnc1 (centres undefined) | ? | 7% | -6% | -1%
C=CCn1c(O)c(C(CC)=Nc2ccc(N(CC)CC)cc2)c(=O)[nH]c1=O | -0.3% | 1% | -3% | 6%
Nc1ccccc1C(=O)O | 3.8% | -1%[1.84 µM] | 1% | -5%
Cc1ccccc1-c1nc(CN2C(=O)CN=C(c3ccccc3)c3ccccc32)c(C)o1 | ? | 12% | -9%[10.9 µM] | -20%
COC(=O)c1cc(COc2cc(C)cc3oc(=O)c4c(c23)CCC4)c(C)o1 | -1.1% | 8% | -1% | 12%
CCCC(=O)Cl | -0.8% | -5%[1.84 µM] | 2% | -8%
CCOC(=O)C1SC2(C(F)(F)C(F)F)CC1(O)c1c(c(OC)c3occc3c1OC)O2 (centres undefined) | / | 4% | / | -1%
CNP1(NC)=Nc2nn(-c3ccccc3)c(N)c2C(c2ccccc2)=N1 | 0.4% | -4% | -11% | -5%
Cn1c(=O)n(C)c2cc(CNCCc3ccccc3F)ccc21 | 0.6% | -8% | -16%[10.9 µM] | 20%
CN1CC[C@@]2(C)c3cc(O)ccc3N(C)[C@@H]12 | / | ? | -8% | ?
COc1ccc(NC(=O)N2CC3(CCN(C(=O)Oc4ccccc4)CC3)C2)cc1 | 0.9%[11.4 µM] | -1% | / | 6%
CCn1cc2nc(SCc3cc(C)ccc3C)n(Cc3ccc(OC)cc3)c(=O)c2n1 | 3.3% | 33%[activator] | -10%[10.9 µM] | 11%
O=C(Cc1ccccc1)Oc1ccc(N2C(=O)C3CCCCC3C2=O)cc1 (centres undefined) | / | -7% | / | 12%
Nc1cc(Cl)c2nonc2c1[N+](=O)[O-] | / | ? | / | 82%[activator]
CC(C)Cn1cc(C(=O)N2CCC3(CC2)OCCO3)c2c3ccccc3n(C)c2c1=O | 1.5% | -17% | -11% | -8%
C=C(C)CN1CC[C@@]23c4c5ccc(O)c4O[C@H]2c2[nH]c4ccccc4c2C[C@]3(O)[C@@H]1C5 | ? | ? | -11% | 32µM*
CS(=O)(=O)N1CCC2(CC1)CN(Cc1ccncc1)C2 | 1.5%[11.4 µM] | -8% | / | -4%
C=C(C)CCl | 2.6% | 11%[1.84 µM] | -7% | 11%
CC1C(=O)OC2C1CC[C@@]1(C)C=CC(=O)[C@@]3(C)O[C@@]213 (some centres undefined) | / | 4% | -22% | 1%
CCCCn1c(O)c(C(C)=NCc2ccc(F)cc2)c(=O)[nH]c1=O | -3.6% | 8% | -10% | 18%
C[N+]12CN3CN(CN(C3)C1)C2 | 9.0% | -20% | / | -8%
O=C(CN1C(=O)CN=C(c2ccccc2Cl)c2cc(Cl)ccc21)NCc1ccco1 | 1.1% | -9% | -6% | -3%
C[C@@H](O)CN(CCN(C[C@@H](C)O)C[C@@H](C)O)C[C@@H](C)O.O=[N+]([O-])O.[Cu] | 3.3%[11.4 µM] | 6%[9.22 µM] | 11%[10.9 µM] | 3%[9.22 µM]
COc1ccc2[nH]cc(CCN(C)C)c2c1 | 0.3% | 4% | -13% | 17%
CCN1CCN(Cc2ccccc2C)CC1 | / | -2% | / | -4%
CC(C)OC(=O)C1C(=O)NC2(C)CC1c1ccccc1O2 (centres undefined) | -1.2% | 3% | 5% | 4%
C[C@H](Br)CN(C[C@H](C)Br)c1ccc2c(c1)Cc1ccccc1-2 | -1.9%[11.4 µM] | 6%[9.22 µM] | -17%[10.9 µM] | 9%[9.22 µM]
O=c1c2ccccc2nc(-c2ccco2)n1-c1ccncc1 | -0.5% | 5% | -12% | 9%
CCCCOc1ccc(CN2C(=O)C(=O)c3cc(C)ccc32)cc1OC | 2.6% | 12% | -34%[inhibitor][10.9 µM] | 10µM*
COc1ccccc1NC(=O)Cn1c(=O)n(-c2cccc(Cl)c2)c(=O)c2sc3ccccc3c21 | 11% | -11% | -40%[inhibitor][10.9 µM] | ?
CNC[C@H](O)c1ccc(O)c(OC)c1 | -0.6%[25.6 µM] | -2%[20.6 µM] | -6%[16.8 µM] | -3%[20.6 µM]
COc1cc2ccc(=O)oc2c2ccoc12 | / | 3% | -8% | -10%
CCN(CC)S(=O)(=O)c1ccc2c(c1)c(=O)c(C(=O)NCc1ccccc1OC)cn2C | ? | -7% | 6%[10.9 µM] | ?
[O]=[Cr](=[O])([OH])[O][Cr](=[O])(=[O])[OH] | 5.6%&-1.6%&-1.5% | -5%&-12%&4%[1.84 µM] | -18%&-2%&25% | 10µM*
Cc1nc2cc(C(F)(F)F)ccc2n1C1CCN(Cc2nnnn2CCc2ccccc2)CC1 | / | 4% | / | 2%
COP(=S)(OC)Oc1ccc([N+](=O)[O-])cc1 | -3.4% | ? | -44%&-16%[inhibitor] | ?

Continuation:
SMILES | IkB sig inh | p53ts 32C kill | Imprint erasure | p53ts 39C kill
CCN1CCN(Cc2nnnn2C(C)(C)C)CC1 | 1.3% | 4% | -4% | -19%
O=C(Nc1ccccc1OC(=O)N1CCOCC1)N1CCOCC1 | 2.4% | 2% | -5% | 6%
O=C(O)C[O][Sb][O]CC(=O)O | 1.3%[11.4 µM] | 6%[9.22 µM] | ? | 14%[9.22 µM]
Cc1cccc(Cn2cccc(C(=O)Nc3nc4ccccc4s3)c2=O)c1 | 1.9% | 1% | 10%[10.9 µM] | -10%
CC1CC(O)[C@]2(O)[C@]13CC(=O)OC[C@@]2(C)[C@@](C)(O)C(=O)C3 (some centres undefined) | / | 1% | -2% | 14%
COc1ccc2oc(-c3cccc(NC(=O)c4ccc(C#N)cc4F)c3)nc2c1 | -2.3% | -6% | -6%[10.9 µM] | 34%[activator]
Oc1ccc2c3c1O[C@H]1c4oc5ccccc5c4C[C@]4(O)[C@H](C2)N(CC2CC2)CC[C@@]314 | 0.4%&-7.0% | -1%&-9% | -5% | -5%&-7%
O=C(c1ccco1)N1CCC2(CC1)CN(Cc1ccncc1)C2 | 1.7%[11.4 µM] | -7% | / | -3%
COC(=O)c1cc(C(O)(C(=O)OC)C(F)(F)F)c(/N=C/N(C)C)s1 (centres undefined) | 0.3% | 5% | 3% | 2%
Cc1cc(NC(=O)CSc2nc3c([nH]c4ccccc43)c(=O)n2-c2ccc(Cl)cc2)no1 | 1.9% | -3% | -5%[10.9 µM] | ?
Cc1cc(Cl)ccc1OCC(=O)N1CCN(C)CC1 | 2.9% | -3% | -10% | 9%
O=C(NC1(C(F)(F)F)Oc2ccccc2O1)N1CCC2(CC1)OCCO2 | 3.3% | -6% | -16% | -11%
N#Cc1cccc(NC(=O)c2sc3nc4c(cc3c2N)N2CCC4CC2)c1 | ? | -4% | -11%[10.9 µM] | -25%
COC(=O)C(O)(c1c(C)[nH]n(-c2ccccc2)c1=O)C(F)(F)F (centres undefined) | -0.3% | -4% | -7% | -1%
CC(C)(C)NC[C@H](O)c1cc(Cl)c(N)c(Cl)c1 | -0.3%[25.6 µM] | -5%[20.6 µM] | -10%[16.8 µM] | 2%[20.6 µM]
C/C(=C\C=C/[C@@H](C)C(=O)O)[C@H]1CN[C@H](C(=O)O)[C@@H]1CC(=O)O | 0.4% | -1% | 7% | -2%
CCCBr | -0.5% | 14%[1.84 µM] | 0% | 4%
C=CCN1C(=O)C2(C(C(=O)OCC)=C(N)Oc3ccccc32)C2=C1CCCC2=O (centres undefined) | 0.6% | 20% | -15% | 16%
COc1cc2c(cc1O)C(CCc1ccc(Cl)cc1)N(C)CC2 (centres undefined) | / | -13% | -14% | ?
CC(=O)Oc1c2c(c(CC=C(C)C)c3c1C(=O)C1=CC4CC5C(C)(C)OC(C/C=C(\C)C(=O)O)(C4=O)[C@]15O3)OC(C)(CCC=C(C)C)C=C2 (some centres undefined) | / | 4µM* | -43%[inhibitor] | 4µM*

High-throughput results deposited in PubChem BioAssay by National Center for Advancing Translational Sciences (NCATS).
